# BAZ2B inh = qHTS Assay for Inhibitors of BAZ2B | AlphaScreen BAZ2B-H3K14Ac peptide displacement | Potency, µM (titrated, usually from 114 µM), inactives show top-dose activity change, negative = inhibition, actives largely listed as inhibitors | 4.4% of 360,000 active | AID 504333, 2011; also: % is scaled to controls: 0 for no effect and ±100 for the full control effect; nearly all actives have a fitted effect of over 60% in size
#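 BAZ2B 50 nM plus b-H3(5-23)K14Ac 50 nM, PBS pH 7.4/0.01% Tween-20, 30 min RT; compound added (max 110 uM), 30 min RT; streptavidin donor/Ni-chelate acceptor beads 10 ug/mL final, 20 min dark; AlphaScreen read.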
# APE1 inh = qHTS Assay for Inhibitors of the Human Apurinic/apyrimidinic Endonuclease 1 (APE1); DNA repair nuclease/redox regulator APEX1 (Homo sapiens), P27695; recombinant APE1, TAMRA/BHQ-2 abasic DNA cleavage fluorescence; Potency, µM (titrated, usually from 65.8 µM), for inactives: at the top dose activity change, negative = inhibition, most hits filed as inhibitors; 0.35% of 350,000 active;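 also: plate controls were vehicle for no effect and reference inhibitor for full effect; nearly all actives have a fitted effect of over 55% in size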
# Target sequence (P27695 whole entry, looked up): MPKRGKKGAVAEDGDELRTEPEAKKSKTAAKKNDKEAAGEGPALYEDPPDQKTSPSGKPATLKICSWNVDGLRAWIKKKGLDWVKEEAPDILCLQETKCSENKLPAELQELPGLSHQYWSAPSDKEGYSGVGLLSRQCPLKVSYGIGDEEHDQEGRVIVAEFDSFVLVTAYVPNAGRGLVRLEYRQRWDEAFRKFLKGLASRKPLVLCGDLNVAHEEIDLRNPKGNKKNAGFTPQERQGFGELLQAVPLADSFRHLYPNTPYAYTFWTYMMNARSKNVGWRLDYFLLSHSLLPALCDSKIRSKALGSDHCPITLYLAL
#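 Endonuclease cleavage of a quenched abasic-site DNA duplex (50 nM) by APE1 (0.75 nM) was tracked by TAMRA dequenching. Compounds were preincubated with enzyme 15 min at room temperature; data normalized to buffer-only and DMSO wells plus NSC13755 control.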
# Anesthetic bind = qHTS Assay for Identification of Novel General Anesthetics; 0.074% of 350,000 active; apoferritin/1-aminoanthracene competitive binding, fluorescence; Potency, µM (series often up to 77.5 µM), without a hit: at the highest dose activity change, negative = displacement, most hits filed as inhibitors; Ferritin light chain (Equus caballus), P02791; AID 485281, 2010; also: % is scaled to controls: 0 for no effect and ±100 for the full control effect; nearly all actives have a fitted effect of over 20% in size
# Target sequence (P02791 2-175 limits assumed): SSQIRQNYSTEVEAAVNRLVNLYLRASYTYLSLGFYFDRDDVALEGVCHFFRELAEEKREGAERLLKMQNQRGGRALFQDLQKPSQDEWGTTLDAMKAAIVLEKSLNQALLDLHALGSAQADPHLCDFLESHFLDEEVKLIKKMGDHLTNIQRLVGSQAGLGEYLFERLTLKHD
#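 Steps: apoferritin (10 uM) was premixed with half-saturated 1-AMA in PBS, compounds were pin-transferred, plates stood 10 min at room temperature, fluorescence was read at 380/535 nm, and curves were fitted with a Hill equation.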
# Pol kappa inh = qHTS for Inhibitors of Polymerase Kappa; AID 588579, 2011; Potency, µM (doses to about 107 µM), for the others: top-dose activity, negative = inhibition, most hits filed as inhibitors; 0.53% of 400,000 active; purified Pol kappa, fluorescent DNA synthesis assay, 10 min; also: % is scaled to controls: 0 for no effect and ±100 for the full control effect
#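 10 nM Pol kappa preincubated 15 min at room temperature with compounds, then reaction started with substrate at 50 nM final. Fluorescence read kinetically at 0 and 10 min; buffer-only wells served as negative control.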
# POLH inh = qHTS for Inhibitors of Polymerase Eta. recombinant Pol eta, fluorescent DNA replication assay. AID 588591, 2011. Potency, µM (doses to about 114 µM), inactives show at the highest dose activity change, negative = inhibition, most hits filed as inhibitors. 1.2% of 390,000 active; also: % is scaled to controls: 0 for no effect and ±100 for the full control effect
#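 Fluorescent replication assay: 50 nM final substrate added after a 15 min room-temperature compound preincubation with 10 nM enzyme. Signal taken at 0 min and again at 10 min.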
# BLM helicase inh = qHTS Assay for Inhibitors of Bloom's syndrome helicase (BLM). 0.2% of 350,000 active. recombinant BLM DNA unwinding, fluorescence dequenching. RecQ-like DNA helicase BLM (Homo sapiens), P54132. Potency, µM (highest dose often 56.1 µM), for the others: at the top dose activity change, negative = inhibition, usual class: inhibitors. AID 2528, 2010;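 also: plate controls were vehicle for no effect and no enzyme for full effect; nearly all actives have a fitted effect of over 35% in size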
# POLB inh = qHTS Assay for Inhibitors of DNA Polymerase Beta; 1.3% of 340,000 active; Pol beta primer extension/strand displacement, fluorescence kinetic; Potency, µM (titrated, usually from 114 µM), for the others: top-dose activity change, negative = inhibition, usual class: inhibitors; AID 485314, 2010; P06746; also: % is scaled to controls: 0 for no effect and ±100 for the full control effect
#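 10 nM enzyme + cpd, 15 min RT; start with substrate 50 nM final; read 0 min and after 10 min RT. Corrected, normalized data; 4-parameter Hill curve fit.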
# POLI inh = qHTS for Inhibitors of Polymerase Iota | AID 588590, 2011 | Pol iota fluorescent replication assay, 10 min | 1% of 390,000 active | Potency, µM (series often up to 115 µM), inactives show at the top dose activity, negative = inhibition, most hits filed as inhibitors
#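 Pol iota at 10 nM preincubated 15 min with compounds at room temperature; reaction started with fluorescent substrate, 50 nM final. Fluorescence read kinetically at 0 and 10 min; buffer-only wells as negative control.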
# G9a block = qHTS Assay for Inhibitors of Histone Lysine Methyltransferase G9a; Histone-lysine N-methyltransferase EHMT2 (Homo sapiens), Q96KQ7; G9a H3K9 monomethylation, AlphaScreen, 2 h; Potency, µM (series often up to 102 µM), inactives show at the top dose activity, negative = inhibition, hits mostly inhibitors; 8.8% of 350,000 active; also: % is scaled to controls: 0 for no effect and ±100 for the full control effect; nearly all actives have a fitted effect of over 75% in size
# Target sequence (Q96KQ7 913-1193 limits assumed): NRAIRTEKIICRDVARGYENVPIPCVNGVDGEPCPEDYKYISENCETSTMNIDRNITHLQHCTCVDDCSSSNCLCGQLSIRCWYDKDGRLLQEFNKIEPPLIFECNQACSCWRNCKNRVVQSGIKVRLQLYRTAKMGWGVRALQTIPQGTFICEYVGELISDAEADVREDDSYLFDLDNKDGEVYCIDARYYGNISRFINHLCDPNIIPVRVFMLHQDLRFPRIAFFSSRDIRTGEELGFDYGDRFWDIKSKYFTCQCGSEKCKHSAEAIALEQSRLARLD
#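 Methyltransferase reactions run at room temperature for 2 h (20 nM enzyme, 500 nM biotin-H3K9 peptide, 20 uM SAM) after a 15 min compound preincubation; product detected by AlphaScreen beads and anti-H3K9me1 antibody.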
# The depositor's hits bear a star; ? = inconclusive; . = not tested or not shown; & = joins results of further samples; [ ] = dose if it differs, or a comment. Calls follow the shape of the dose curve; as a rule, active = well fitted curve in the direction sought with a large enough effect; inconclusive = small, poorly fitted or top-dose-only effect, or another doubt; inactive = no such curve, though single readings can be large; an effect the other way counts as inactive or inconclusive. Potency is read from the fitted curve at half-maximal effect. A portion of the library; rates above refer to the full screens.
cpd	smiles	BAZ2B inh	APE1 inh	Anesthetic bind	Pol kappa inh	POLH inh	BLM helicase inh	POLB inh	POLI inh	G9a block
1	CCN(CC)C(=O)Oc1ccc(Cl)c2cccnc12	-13%	4%	?	-15%	-7%	1%	23%	32%[activator]	31%
2	Cc1ccc([N+](=O)[O-])cc1NC(=O)CN(C(=O)c1ccc(Cl)cc1)C1CCCCC1	-30%	-1%	?	-11%	-8%	-9%	?	-3%	-1%[12.7 µM]
3	CCOP(=O)(OCC)/C(C#N)=C/c1ccc(-c2ccc(F)cc2F)o1	-3%	8%	-22%	-10%	-27%	-8%	16%	20%	1%[2.33 µM]
4	COCCCNC(=S)N(Cc1ccccc1)Cc1ccccc1	3%	-2%	-3%	-22%	-17%	-8%	1%	20%	15%[59 µM]
5	CC(C)NC(=O)C(=O)c1cn(C)c2ccccc12	-12%	9%	-8%	-4%	-11%	1%	27%	95%[activator]	5%
6	Cc1cc(C)c(S(=O)(=O)N(C)CC(=O)NCc2ccccn2)c(C)c1	-4%	2%	-8%	5%	-17%	3%	11%	61%[activator]	.
7	N#Cc1cnn(Cc2ccccc2)c1/N=C/N1CCOCC1	-1%	14%	2%	2%	4%	-4%	-1%	4%	2%[12.7 µM]
8	Cn1c(N)c(C(=O)c2ccc(Cl)cc2)c(=O)n(C)c1=O	2%	19%	-4%	-6%	-8%	2%	-7%[57.1 µM]	7%	20%
9	COc1ccc(CNC(=O)C2=CCN(S(=O)(=O)c3ccc(C)cc3)CC2)cc1	5%	?	-18%	-2%	-29%	-3%	14%	50%[activator]	45µM*
10	COc1ccc(NC(=O)/C(Cl)=C(/Cl)S(=O)Cc2ccccc2)cn1 (centres undefined)	10%	-9%	-20%	-12%	-16%	-5%	19%	32µM*	11µM*
11	O=C(CSc1ccccc1F)NCC(c1cccs1)N1CCOCC1 (centres undefined)	.	-4%	.	-6%	-7%	.	.	-5%	.
12	CCOc1ccccc1N(C)C(=O)c1nn(-c2ccc(C)cc2)c(=O)c2c1c1ccccc1n2C	.	.	-6%	6%	.	-2%	20%	10%	11%[59 µM]
13	COc1ccc(CCC(=O)Nc2cccc(Cl)c2)cc1	15%	-11%	-21%	5%	-14%	-4%	11%	12%	18%[59 µM]
14	O=C(CN1CCC(NC(=O)C2CCCCC2)CC1)NCc1ccco1	-2%	11%	4%	14%	1%	3%	-2%	-11%	13%
15	Cc1cc(C)cc(C(=O)N2CCC(C(N)=O)CC2)c1	-4%	2%	7%	0%	-7%	-3%	3%	-4%	-44%
16	Cc1nnc(NC(=O)CCn2c(=O)oc3ccc(Cl)cc32)s1	2%	-13%	-1%	-13%	-11%	-2%	16%	11%	.
17	CC(=O)N1CCN(c2ccc(NCc3ccc(-c4cccc(Cl)c4)o3)cc2)CC1	.	19%	.	-15%	-23%	.	.	6%	.
18	c1ccc(-c2cc(-c3nc(-c4cccnc4)no3)c3ccccc3n2)cc1	-19%	7%	-15%	.	.	7%	3%	.	-25%
19	CCOC(=O)c1c(S(=O)(=O)N2CCCC(C(=O)Nc3cccc(C)n3)C2)c(C)n(C)c1C (centres undefined)	-22%&-7%	27%	-9%&-4%	12%	4%&-2%	0%&0%	102%&-2%	5%&11%	10%
20	Cc1ccc(C(=O)NCC(=O)NCC(=O)OCc2ccc(F)cc2)cc1	-4%	-1%	-7%	-8%	2%	1%	-1%	57%[activator]	-3%
21	COc1cccc(C(=O)c2cc3ccc(O)cc3oc2=O)c1	2%	0%	-18%	-10%	-10%	-1%	14%	6%	1%
22	Clc1ccc(/C=N/Nc2ncnc3ccccc23)cc1Cl	?	-5%	?	-19%	-15%	-16%	?	-3%	.
23	COc1cccc(-n2cc(C(=O)O)c3ccccc3c2=O)c1	-28%	-3%	-12%	-4%	-9%	-1%	12%	33%[activator]	-46%
24	COc1ccc2c(c1)c1nc3ccccc3nc1n2CCn1c(=O)oc2ccccc21	-4%	2%	-1%	16%	-14%	2%	-23%	-15%	-10%[59 µM]
25	CC1(C)CC(c2nc(-c3ccccc3)cs2)CCS1 (centres undefined)	72%[activator]	-6%	-16%	-2%	-7%	-2%	-2%	?	149%[activator][59 µM]
26	CCN(CC)CCN(C(=O)c1ccco1)c1nc2c(C)c(C)ccc2s1	?	.	-2%	-6%	-5%	-4%	2%	-27%	-27%[59 µM]
27	COc1ccccc1CN1CC(C(=O)NCc2cccc(Cl)c2)CCC1=O (centres undefined)	-3%	15%	0%	-5%	-11%	1%	0%	0%	0%
28	CCc1cccc(CC)c1NC(=O)COc1ccccc1C(=O)c1cc(C#N)c(=O)n(C2CCCCC2)c1	2%	-13%	-18%	-6%	-27%	-6%	15%	22%	-4%[59 µM]
29	O=C(N/N=C/c1ccc2ncccc2c1)c1cccc([N+](=O)[O-])c1	-39%	23%	2%	-17%	-17%	-3%	-9%	52%[activator]	79µM*
30	CCOc1ccc(/C=N/NC(=O)c2ccc(F)cc2)cc1CN1CC2CC(C1)c1cccc(=O)n1C2 (centres undefined)	-5%	-1%	.	0%	-9%	.	.	-11%	8%[0.501 µM]

# Later entries.
cpd	smiles	BAZ2B inh	APE1 inh	Anesthetic bind	Pol kappa inh	POLH inh	BLM helicase inh	POLB inh	POLI inh	G9a block
31	Cc1ccc(S(=O)(=O)NNC(=S)NCC2CCCO2)cc1 (centres undefined)	-15%	35%	-8%	-2%	-11%	1%	?	21%	25µM*
32	COc1cccc(CNc2ccc3[nH]c(=O)[nH]c3c2)c1OCc1ccccc1F	28µM*	14%	-14%	-7%	-22%	-15%	4%	-12%	45µM*
33	COCCn1c(SCC(=O)c2ccc3c(c2)OCCO3)nnc1C(C)C	0%	5%	-3%	-5%	3%	-1%	3%	-1%	18µM*
34	COc1cccc(C(=O)Nc2ccc3nc(SCc4ccc(C)cc4)sc3c2)c1	-16%	.	43%[activator]	-3%	-25%	-4%	-26%	13%	5%[59 µM]
35	CC(=O)Nc1cc(C(N)=O)c(Cl)cc1Cl	-7%	-2%	-8%	-8%	-18%	0%	28%	23%	-13%[59 µM]
36	CC(C)(C)c1ccc(NC(=O)c2ccccc2)c([N+](=O)[O-])c1	?	15%	-12%	-2%	-7%	-13%	-18%	-19%	?
37	CCOC(=O)C1(CCOc2ccccc2)CCN(Cc2cc(OC)ccc2OC)CC1	-11%	-4%	-12%	0%	-20%	0%	?	-6%	?
38	O=C1C2ON(c3ccccc3)C(c3ccncc3)C2C(=O)N1c1ccccc1 (centres undefined)	1%	-1%	-12%	-8%	-16%	3%	40%	22%	47%[12.7 µM]
39	O=C(Nc1ccc2c(c1)OCCO2)C(=O)NC1CC1	0%	1%	5%	-12%	-7%	-4%	?	8%	1%
40	CC1CCCN(C(=O)CNC(=O)c2ccco2)C1 (centres undefined)	-19%	27%	-7%	-5%	1%	-1%	0%	-8%	22%
41	CCc1nc2ccccc2c(C(=O)OCC(=O)NCc2ccco2)c1C	-35%	-12%	-3%	0%	-10%	-4%	-20%	6%	?
42	CC(=O)Nc1ccc(-c2ccccc2)s1	-32%	-1%	-7%	5%	10%	-2%	29%	7%	?
43	CS(=O)(=O)c1ccc(C(=O)NCC(c2ccco2)N2CCCCC2)cc1 (centres undefined)	-9%	-1%	-5%	-9%	-21%	-6%	-23%	168%[activator]	7%
44	CCC1OC(=O)C(C)[C@@H](O[C@H]2C[C@@](C)(OC)C(O)C(C)O2)C(C)[C@@H](O[C@@H]2OC(C)CC(N(C)C)C2O)[C@@](C)(O)CC(C)C(=O)[C@@H](C)C(O)[C@]1(C)O (some centres undefined)	.	.	-4%	1%[60.1 µM]	.	-8%	.	.	-24%[2.33 µM]
45	O=c1oc2cc([N+](=O)[O-])ccc2nc1/C=C(\O)c1cccc(Br)c1	?	-2%	2%	-13%	?	-6%	0%	-22%[58.9 µM]	20µM*
46	Cc1ccc(NS(=O)(=O)c2cc3c4c(cccc4c2)C(=O)NC3=O)cc1	1%	-9%	-11%	2%	-11%	-6%	6%	24%	2%
47	CC(C)c1ccc(OC(=O)c2cc(-c3ccc(Cl)cc3)on2)cc1	-6%	.	-4%	-5%	-11%	-6%	6%	-3%	-16%[59 µM]
48	CCOC(=O)N1CCN(CC(O)COc2ccc(OC)cc2C(C)(C)C)CC1 (centres undefined)	?	14%	-1%	-12%	-22%	0%	28%	13%	-2%[59 µM]
49	CC(C)CN1Cc2ccccc2Oc2cc(Br)ccc2S1(=O)=O	.	7%	.	-3%	-3%	.	.	-3%	.
50	COc1cc(C2NC(=O)NC(c3ccccc3)=C2C(C)=O)cc([N+](=O)[O-])c1O (centres undefined)	-43%	-1%	-4%	6%	0%	-4%	4%	-1%	2%[0.501 µM]
51	CC(Sc1nnc(-c2ccc(OC(F)F)cc2)n1N)C(=O)NCC1CCCO1 (centres undefined)	-6%	7%	.	-16%	-20%	.	.	42%[activator]	?

# Of the compounds above, these have an aryl thioether with sulfur outside any ring:
cpd	smiles	BAZ2B inh	APE1 inh	Anesthetic bind	Pol kappa inh	POLH inh	BLM helicase inh	POLB inh	POLI inh	G9a block
11	O=C(CSc1ccccc1F)NCC(c1cccs1)N1CCOCC1 (centres undefined)	.	-4%	.	-6%	-7%	.	.	-5%	.
33	COCCn1c(SCC(=O)c2ccc3c(c2)OCCO3)nnc1C(C)C	0%	5%	-3%	-5%	3%	-1%	3%	-1%	18µM*
34	COc1cccc(C(=O)Nc2ccc3nc(SCc4ccc(C)cc4)sc3c2)c1	-16%	.	43%[activator]	-3%	-25%	-4%	-26%	13%	5%[59 µM]
51	CC(Sc1nnc(-c2ccc(OC(F)F)cc2)n1N)C(=O)NCC1CCCO1 (centres undefined)	-6%	7%	.	-16%	-20%	.	.	42%[activator]	?

# Bioassay records deposited in PubChem by National Center for Advancing Translational Sciences (NCATS).
